Source: PubChem (NMMLSC)
Bim-Bfl-1: inhibitors of Bim-Bfl-1 interaction, human; inhibition, % at 10 µM; AID 1008; Q16548; Bead-based flow cytometry, Bim-Bfl-1 binding inhibition; 0.12% of 190,000 active;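 also: 0% = wells without compound plus tracer and 100% = blocker peptide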
ABCB1 block: blocks JC-1 efflux by human ABCB1 transporter | CCRF-Adr cells, flow cytometry | inhibition, % at 6.6 µM | 0.067% of 190,000 active; in the data active = inhibition above about 40%;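 also: 0% = vehicle and 100% = reference inhibitor; higher value means more JC-1 retained so stronger ABCB1 efflux block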
RGS4-Gao reg: modulates binding of RGS4 to human Galphao | 0.33% of 220,000 active | AID 1415 | P09471 | Multiplexed bead flow cytometry; actives lie on both sides | binding response (% of control), % at 10 µM; in the data active = binding response below about 49% or above about 150%; inactive = in between;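 also: fluorescent Galphao activated with aluminum fluoride binding bead-coupled RGS4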
Target sequence (P09471 whole entry, looked up): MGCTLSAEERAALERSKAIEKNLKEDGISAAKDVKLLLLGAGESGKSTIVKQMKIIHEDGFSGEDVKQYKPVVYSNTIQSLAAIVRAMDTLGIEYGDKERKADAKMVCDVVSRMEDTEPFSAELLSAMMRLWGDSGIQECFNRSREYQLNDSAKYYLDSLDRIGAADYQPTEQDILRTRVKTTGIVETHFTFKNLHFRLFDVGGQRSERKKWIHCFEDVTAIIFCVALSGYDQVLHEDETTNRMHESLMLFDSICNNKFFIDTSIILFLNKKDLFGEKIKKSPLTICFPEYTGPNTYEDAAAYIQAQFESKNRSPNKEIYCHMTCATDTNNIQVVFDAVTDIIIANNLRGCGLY
Avidin bead fluor: avidin bead compound fluorescence profile; Avidin beads, compound fluorescence 488/530 nm, flow cytometry; stronger effect = higher value; fluorescence (KMESF) at 10 µM; 0.38% of 220,000 active; in the data active = fluorescence above about 47; also: inactives centre near 10
RGS7-Gao reg: human RGS7-Galphao interaction regulation. Multiplexed bead flow cytometry, RGS7-Galphao binding; actives lie on both sides. binding response (% of control), % at 10 µM. 0.35% of 220,000 active; in the data active = binding response below about 49% or above about 150%; inconclusive = no clear call, values can overlap the other calls; inactive = in between;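 also: fluorescent Galphao held in activated GDP-AlF4 state binding bead-coupled RGS7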
ABCG2 block: blocks JC-1 efflux by human ABCG2 transporter; Q9UNQ0; IgMXP3 cells, flow cytometry; inhibition, % at 6.6 µM; 0.1% of 190,000 active;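 active = inhibition above 80%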;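 also: 0% = DMSO and 100% = nicardipine control wells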
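Incubation: cells with compound and JC-1, 10 min at 25 °C, rotating, no wash / Test system: IgMXP3 (ABCG2) plus far-red-tagged CCRF-Adr (ABCB1) cells / Compound dosing: one concentration, 6.6 µM final / Also added: JC-1 fluorescent substrate / Evaluation: efflux inhibition in percent versus controls / Detection: flow cytometry, 530 nm JC-1 signal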
Bim-Bcl-B: inhibitors of Bim-Bcl-B interaction, human; bead-based flow cytometry, Bim peptide-Bcl-B binding; 0.073% of 190,000 active; inhibition, % at 10 µM; Q9HD36; AID 951;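 also: 0% = tracer peptide without compound and 100% = reference inhibitor peptide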
Target sequence (Q9HD36 whole entry, looked up): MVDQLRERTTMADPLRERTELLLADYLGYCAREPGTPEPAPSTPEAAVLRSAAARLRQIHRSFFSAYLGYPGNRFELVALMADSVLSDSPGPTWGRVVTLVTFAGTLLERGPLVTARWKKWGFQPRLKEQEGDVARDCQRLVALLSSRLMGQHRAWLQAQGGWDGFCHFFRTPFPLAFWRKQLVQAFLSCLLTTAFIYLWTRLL
GSH bead fluor: compound fluoresces at 488/530 nm on GSH beads | AID 1776 | GSH beads flow cytometry, compound fluorescence 488/530 nm; stronger effect = higher value | 0.25% of 190,000 active | fluorescence (KMESF) at 10 µM; in the data active = fluorescence above about 89;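 also: glutathione beads carrying GST-tagged Bcl family fusion proteins plus one bare bead set; values are compound well signal with DMSO vehicle wells as background; inactives centre near 16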
Bim-Bcl-2: inhibitors of Bim-Bcl-2 interaction, human | Bead-based flow cytometry, Bim peptide-Bcl-2 binding | inhibition, % at 10 µM | 0.06% of 190,000 active | AID 950; in the data active = inhibition above about 40%; inconclusive = no clear call, values can overlap the other calls;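 also: 0% = no compound wells with probe peptide and 100% = reference peptide inhibitor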
Target sequence (P10415 whole entry, looked up): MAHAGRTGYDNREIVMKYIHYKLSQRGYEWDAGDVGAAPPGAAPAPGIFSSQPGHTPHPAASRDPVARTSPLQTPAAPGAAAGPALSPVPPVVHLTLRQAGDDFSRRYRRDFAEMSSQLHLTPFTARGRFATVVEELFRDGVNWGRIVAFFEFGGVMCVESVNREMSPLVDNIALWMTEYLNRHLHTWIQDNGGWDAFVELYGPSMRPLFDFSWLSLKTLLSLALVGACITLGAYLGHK
Bim-Bcl-W: inhibitors of Bim-Bcl-W interaction, human. Q92843. bead-based flow cytometry, Bim peptide-Bcl-W binding. inhibition, % at 10 µM. 0.02% of 190,000 active. AID 952;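 also: 0% = bound tracer without compound and 100% = peptide blocker; higher means less fluorescent Bim peptide bound to Bcl-W beads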
Target sequence (Q92843 whole entry, looked up): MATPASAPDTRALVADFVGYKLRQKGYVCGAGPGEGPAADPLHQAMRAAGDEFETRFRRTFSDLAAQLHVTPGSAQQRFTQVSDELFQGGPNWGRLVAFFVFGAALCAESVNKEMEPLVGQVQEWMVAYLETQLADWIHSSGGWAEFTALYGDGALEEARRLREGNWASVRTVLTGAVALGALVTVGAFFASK
Bcl-XL Bim block: inhibitors of Bim-Bcl-XL interaction, human. AID 1007. inhibition, % at 10 µM. 0.04% of 190,000 active. Bim peptide-Bcl-XL binding, bead flow cytometry, fluorescence. Q07817
* hit, by the source's call; ? = inconclusive; · = not tested or not shown. Rule as the data show it, unless noted: active = inhibition above about 40%. Random draw from the library; any-hit rate near 1.3%.

SMILES	Bim-Bfl-1	ABCB1 block	RGS4-Gao reg	Avidin bead fluor	RGS7-Gao reg	ABCG2 block	Bim-Bcl-B	GSH bead fluor	Bim-Bcl-2	Bim-Bcl-W	Bcl-XL Bim block
Cc1ccc(N=Cc2ccc[nH]2)c(O)c1	-1	0.4	99	9	96	3	-9	13	-5	-1	-6
O=C(COc1ccccc1)Nc1ccc(N2CCN(C(=O)c3cccs3)CC2)cc1	-9	0.5	103	12	101	1	-4	13	-6	-3	-3
COCCNC(=O)COc1cccc2c1OC(C)(C)C2	-5	0.2	99	27	101	1	-1	8	-3	-1	0
COC(=O)c1ccc(OC(=O)CS(=O)c2ccccc2[N+](=O)[O-])cc1 (stereo not given)	-5	1.2	98	7	97	5	-9	15	-5	4	1
O=C(NC1CCCCC1)NC1CCN(S(=O)(=O)c2ccc3c(c2)OCCO3)CC1	1	0.0	94	9	95	0	2	10	3	-4	-3
c1ccc(CSc2nnnn2-c2ccc3c(c2)OCCO3)nc1	1	-0.2	95	24	94	1	0	11	-3	1	1
CC(c1ccco1)N(C(=O)c1cccs1)c1ccccn1 (stereo not given)	-8	-4.4	99	10	99	-7	-6	12	-5	2	-1
O=C1CC(N(C(=O)c2ccco2)c2ccc(F)cc2)C(=O)N1c1ccc(F)cc1 (stereo not given)	-15	0.2	103	14	101	0	-9	35	-5	-2	-8
Cc1ccc(F)cc1NC(=O)CCC(=O)c1cccs1	-2	0.4	103	16	97	2	-1	12	-2	-1	0
CC(C)c1ccccc1-n1c(-c2cccnc2)n[nH]c1=S	8	-2.2	96	7	106	-3	-11	13	2	-3	-3
Cc1nc2ccccc2n1S(=O)(=O)N(C)C	-16	1.5	101	16	100	9	-9	33	-8	0	-3
c1ccc(CCNc2ncnc3c2nnn3Cc2ccccc2)cc1	-12	0.0	99	5	98	2	-13	34	-10	0	-14

Three compounds from above, showing only ABCG2 block and GSH bead fluor:
| structure | ABCG2 block | GSH bead fluor |
| --- | --- | --- |
| Cc1nc2ccccc2n1S(=O)(=O)N(C)C | 9 | 33 |
| Cc1ccc(F)cc1NC(=O)CCC(=O)c1cccs1 | 2 | 12 |
| CC(C)c1ccccc1-n1c(-c2cccnc2)n[nH]c1=S | -3 | 13 |

Following part:
SMILES	Bim-Bfl-1	ABCB1 block	RGS4-Gao reg	Avidin bead fluor	RGS7-Gao reg	ABCG2 block	Bim-Bcl-B	GSH bead fluor	Bim-Bcl-2	Bim-Bcl-W	Bcl-XL Bim block
O=C(Nc1ccc(NC(=O)C2CCCCC2)nc1)c1cccs1	-7	0.1	99	22	97	1	-4	11	-1	0	-1
CCn1c(C(=O)N2CCC(C(=O)N3CCN(c4ccccn4)CC3)CC2)cc2sccc21	-10	0.1	100	7	99	-3	-6	19	-8	1	-2
CCOC(=O)n1ccc(C(=O)Nc2ccccc2F)n1	-3	0.4	99	8	97	4	-2	14	-4	-3	-2
Cc1ccc(O)c(N=Cc2ccc(C)s2)c1	-2	0.5	100	2	98	1	-6	7	-8	-3	-6
COc1ccc(OC)c(/C(O)=C/C(=O)C(=O)Nc2cc(C)ccc2OC)c1	4	-0.1	49*	-1	68	-2	6	29	1	0	7
O=C1OCCC1Sc1nnc(-c2ccc3c(c2)OCO3)n1-c1ccccc1 (stereo not given)	-1	0.4	89	14	87	0	-5	10	1	0	0
CC(C)c1ccc(NC(=S)Nc2ccc3cn[nH]c3c2)cc1	0	-0.2	95	8	?	0	-3	17	0	-3	-3
Cn1c2ccccc2c2cc(C(=O)O)ccc21	-3	0.5	91	14	93	2	-2	16	-6	-1	-7
COc1ccc(N/C(C)=C2/C(=O)C(=O)N(CCO)C2c2ccc(Br)cc2)cc1 (stereo not given)	-12	1.1	98	7	98	7	-7	25	-8	0	-2
CCN(Cc1ccccc1)Cc1cc(OC)cc(OC)c1	2	-0.1	109	9	106	1	0	23	2	3	1
O=C(O)c1ccc(CNCc2cccc(Cl)c2)cc1	-10	0.8	101	3	95	3	-7	11	-4	-3	-6
CC(C)c1csc(CN2CCC(N3CCC(C(=O)N4CCOCC4)CC3)CC2)n1	-8	0.3	98	11	104	1	-5	18	-3	0	-3
O=C(COC(=O)C1CC1)Nc1ccc(Oc2ccccc2)cc1	-11	0.3	101	9	99	2	-8	54	-9	4	-2
O=S(=O)(c1cccc2cccnc12)N1CCOCC1	1	0.0	99	6	102	1	2	12	-1	-1	-2
Cc1ccc(S(=O)(=O)n2cnc3cc([N+](=O)[O-])ccc32)c(C)c1C	-18	-1.0	108	23	114	8	-6	31	-7	0	-8
O=C(CC1N=C2c3ccccc3N=C(SCc3ccc(Cl)cc3)N2C1=O)NCc1ccco1 (stereo not given)	0	·	102	5	98	·	-2	16	0	2	1
CC(C)(C)c1ccc(-c2nnc(SCCC#N)n2C2CCCC2)cc1	-12	0.6	105	13	103	4	-9	15	-12	-1	-5
COc1cc(=O)n(C)c2c(O)cccc12	10	0.8	101	9	101	1	4	22	0	1	7
Cc1ccc2c(N)c(C#N)sc2n1	-6	0.2	97	8	96	6	-4	56	0	-2	-4
CCN(CC)c1ccc(NC(=O)COC(=O)COc2ccccc2[N+](=O)[O-])cc1	7	0.2	100	13	106	0	-28	17	0	-6	-13
CCOc1cc(OCC)cc(C(=O)Nc2cccnc2)c1	-5	0.2	102	13	99	4	-5	9	-2	-2	0
COc1ccccc1CNC(=O)C(=O)NCC1CCCO1 (stereo not given)	0	0.5	105	23	101	1	-3	22	-1	-3	-6
Cc1cc(C)nc(N2CCCC(C(=O)NCc3cccc(C(F)(F)F)c3)C2)n1 (stereo not given)	-1	1.8	97	5	94	9	-2	16	0	-3	-1
Cc1nnc(-c2ccc(Oc3ccc(Br)cc3)c([N+](=O)[O-])c2)o1	-3	1.7	112	6	111	20	-8	13	-6	-5	-5
O=c1c(-c2ccnn2-c2ccccc2F)cnc2n1CCS2	-6	0.6	101	7	102	2	-8	249*	-4	2	-18
CCOC(=O)c1cc2sccc2n1CC(=O)Nc1ccc2c(c1)OCCO2	-1	1.1	97	15	99	2	1	20	0	0	0
CCOC(=O)C(NC(=O)c1ccccc1)(Nc1cc(C)on1)C(F)(F)F (stereo not given)	-9	0.4	105	5	102	1	-7	43	-5	5	-2
COc1ccc(C(=O)Nc2ccc(N3CCN(C)CC3)cc2)cc1[N+](=O)[O-]	-7	0.7	106	12	105	7	-5	21	0	-1	-2
CC(Sc1nnc(-c2cc3ccccc3o2)n1-c1ccccc1)C(=O)O (stereo not given)	-11	0.7	105	13	104	6	-8	31	-10	-1	-15
CCC(=O)Nc1ccc(C(=O)CSc2nnc(-c3ccccc3F)n2C2CC2)cc1	-3	-0.8	95	5	89	-5	-6	11	-5	-10	-8
COC(=O)C1=C(O)/C(=C\c2ccc(CNC(=O)C(=O)Nc3ccc(C)c(C)c3)o2)N=C1C	-5	0.0	99	5	98	0	-1	17	0	3	1
O=C(NCc1ccco1)C1CCN(c2nc3ccccc3n2Cc2ccccc2F)CC1	-12	2.5	96	6	98	15	-5	19	-7	0	-3
O=C1CN(C(=O)CSc2nc3ccccc3n2CCc2ccccc2)c2ccccc2N1	-1	0.3	104	14	108	-7	-2	8	-1	-4	-6
COc1ccccc1CNC(=O)C1Cc2ccccc2C(=O)O1 (stereo not given)	-5	0.0	99	20	101	0	-4	10	-3	0	-4
CCCC1(C(=O)OCC)NC(c2ccc(OC)cc2OC)C2C(=O)N(c3ccccc3)C(=O)C21 (stereo not given)	9	1.0	95	16	94	2	0	23	12	-4	-2
Cc1ccc(-n2nnnc2SCC(=O)N(CC(C)C)c2c(N)n(CC(C)C)c(=O)[nH]c2=O)cc1	10	0.2	101	11	?	10	7	13	4	8	3

Structures above with a cyano group (2):
SMILES	Bim-Bfl-1	ABCB1 block	RGS4-Gao reg	Avidin bead fluor	RGS7-Gao reg	ABCG2 block	Bim-Bcl-B	GSH bead fluor	Bim-Bcl-2	Bim-Bcl-W	Bcl-XL Bim block
CC(C)(C)c1ccc(-c2nnc(SCCC#N)n2C2CCCC2)cc1	-12	0.6	105	13	103	4	-9	15	-12	-1	-5
Cc1ccc2c(N)c(C#N)sc2n1	-6	0.2	97	8	96	6	-4	56	0	-2	-4

(list continues)
SMILES	Bim-Bfl-1	ABCB1 block	RGS4-Gao reg	Avidin bead fluor	RGS7-Gao reg	ABCG2 block	Bim-Bcl-B	GSH bead fluor	Bim-Bcl-2	Bim-Bcl-W	Bcl-XL Bim block
Cc1nc(NC(=O)CSc2nnc(C)n2CC2CCCO2)sc1C (stereo not given)	-3	0.0	91	14	95	0	-1	9	-1	1	-1
COc1ccc(-c2nnc(SCc3nnc(-c4ccccc4)o3)n2-c2ccccc2)cc1	0	1.4	92	22	93	6	-4	12	-5	-1	-3
CN1CCN(C(=O)c2cc3nc(-c4ccco4)cc(C(F)(F)F)n3n2)CC1	-7	0.1	101	13	100	9	-5	9	-4	0	-2
O=C(C1CCCN(S(=O)(=O)c2ccccc2)C1)N1CCN(c2ncccn2)CC1 (stereo not given)	0	-0.1	104	20	103	-3	2	17	7	-2	3
COc1ccc(O)c(C(=O)c2cnc3nc4ccccc4n3c2)c1	-15	0.0	100	6	95	1	-7	9	-5	-2	-5
Cc1cccc(Nc2ncc3c(n2)CC(C)CC3=O)c1 (stereo not given)	-9	0.3	105	7	104	1	-6	49	-8	0	-1
COc1cc(/C=N/NC(=O)c2c(C)nnn2-c2nonc2N)ccc1O	-2	1.2	102	9	?	9	-3	15	-4	-1	0
Cc1nc(NCCN2CCOCC2)c2nnn(Cc3c(F)cccc3Cl)c2n1	0	1.6	100	12	100	7	2	9	4	0	0
C/C(=N\NC(=O)c1ccc2c(c1)OCO2)c1ccc2c(c1)OCO2	-2	-0.3	100	10	100	0	-1	23	0	-1	-1
CCOc1cc(NC(=S)NCCCOC)c(OCC)cc1NC(=O)c1cccs1	-1	0.6	102	5	104	8	-6	13	-2	-4	-8
COc1ccc(CCNc2oc(COc3ccccc3F)nc2C#N)cc1	-12	0.2	104	5	102	1	-8	47	-10	3	-2
NC(=O)[C@@H]1CCCNc2c(F)cc([N+](=O)[O-])cc2C(=O)N[C@@H](CO)C(=O)N[C@@H](Cc2ccc(O)cc2)C(=O)N1	-2	-0.2	102	11	103	1	-4	17	1	-3	-5
CCOc1ccccc1C(=O)Nc1nncs1	0	-0.2	100	14	101	0	6	20	2	3	4
CCc1ccc(C(C)NC(=O)c2ncn[nH]2)cc1 (stereo not given)	-5	·	107	15	105	1	-7	10	-5	-6	-9
N#Cc1cc(C(=O)c2ccccc2O)cn(-c2nccs2)c1=O	5	0.1	57	5	66	0	2	18	3	4	0
COc1ccc(Cc2nc3ccc(S(=O)(=O)N4CCOCC4)cc3[nH]2)cc1OC	0	0.6	94	12	98	4	0	10	1	0	2
O=C(Nc1ccccc1)c1[nH]ncc1[N+](=O)[O-]	-3	1.3	107	13	106	8	0	20	0	0	-3
Brc1cc(Br)c2nc(-c3ccc(N4CCOCC4)cc3)ccc2c1	8	-0.2	97	34	100	-2	-19	12	4	0	2
